TAAR1 ag: agonists of human TAAR1 | Q96RJ0 | CHO RD-HGA16 TAAR1, Fluo-8 calcium fluorescence; vehicle wells 0%, saturating PEA agonist 100% | activation, % at 3 µM | hit rate 0.99% among 360,000;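 active = activation above the mean activation of all test compounds in the run plus 3 SD, cut at about 38% in these data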
Target sequence (Q96RJ0 whole entry, looked up): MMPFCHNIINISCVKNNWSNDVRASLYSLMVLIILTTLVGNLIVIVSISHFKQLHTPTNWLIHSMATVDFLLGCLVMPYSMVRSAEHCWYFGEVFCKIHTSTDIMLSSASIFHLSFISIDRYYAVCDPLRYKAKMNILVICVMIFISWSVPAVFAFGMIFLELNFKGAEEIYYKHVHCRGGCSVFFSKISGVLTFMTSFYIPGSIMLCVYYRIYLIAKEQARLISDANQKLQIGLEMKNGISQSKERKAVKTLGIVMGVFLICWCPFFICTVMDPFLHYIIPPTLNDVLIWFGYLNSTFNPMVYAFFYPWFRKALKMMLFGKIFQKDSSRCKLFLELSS
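Test system: RD-HGA16 (CHO) cells co-expressing Gα16 and hTAAR1; dosing: one-point dosing at 3 µM (nominal); timing: 17-24 h seeding, 75 min 37 °C dye, 30 min RT; signal: kinetic Fluo-8 calcium fluorescence; read-out basis: % activation relative to PEA EC100 response; controls: DMSO and PEA EC100; replicates: n 1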
TAAR1 antagonist: antagonists of human TAAR1; Q96RJ0; CHO RD-HGA16 TAAR1, Fluo-8 calcium fluorescence, antagonist; inhibition, % at 3 µM; hit rate 1.5% among 360,000; AID 624466;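 active = inhibition above a per-plate cutoff, the mean inhibition of test compounds on that plate plus 3 SD, cut at about 49% in these data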;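 note: 0% = DMSO plus EC80 beta-PEA response and 100% = DMSO alone without agonist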
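Test system – hTAAR1-expressing CHO RD-HGA16 cells, Gα16-coupled · Also added – β-PEA at EC80 concentration, post-compound challenge · Compound – 3 µM, single point · Incubation – dye loading 75 min at 37 °C, then 30 min room temperature · Measured by – Fluo-8 intracellular calcium dye fluorescence, real-time kinetic reads · Benchmarks – vehicle and agonist controls · Replicates – singlicate, one well per test compound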
M1 antag: antagonists of human M1 muscarinic receptor. AID 588852. inhibition, % at 3 µM. P11229. hit rate 1.3% among 360,000. CHO-K1 hM1, Fluo-8 calcium fluorescence, ACh EC80 antagonist;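 active = percent inhibition above its own plate's cutoff, namely the mean of that plate's compound wells plus 3 SD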;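 note: peak over basal fluorescence ratio during 140 s after agonist addition; 0% = ACh EC80 plus DMSO and 100% = DMSO alone without agonist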
CHRM1 agonist: activates human CHRM1 receptor; P11229; CHO-K1 hM1, Fluo-8 calcium fluorescence, agonist mode; 0% DMSO, 100% acetylcholine EC100; activation, % at 3 µM; hit rate 0.33% among 360,000; AID 588814;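 active = activation above the run's mean compound activation plus 3 SD, cut at about 16% in these data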;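 note: peak over basal fluorescence ratio within a 140 s kinetic read after compound addition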
CHRM1 PAM: potentiates human M1 receptor response to acetylcholine | P11229 | CHO-K1 hM1, Fluo-8 calcium fluorescence, ACh EC20; 0% = ACh EC20, 100% = maximal ACh | activation, % at 3 µM | hit rate 0.088% among 360,000; in the data active = activation above about 19%, passing the limit was not always enough
V1aR counter: V1a receptor agonism, counter-screen for OXTR agonists; P37288; CHO-V1R cells, Fluo-8 calcium fluorescence, agonist mode; 0% DMSO, 100% 3 nM vasopressin; activation, % at 3 µM; hit rate 0.25% among 320,000; AID 2797;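 active = activation above the mean activation of all tested compounds plus 3 SD, per screening run, cut at about 20% in these data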;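 note: signal is peak over basal fluorescence ratio across a 100 second FLIPR read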
Target sequence (P37288 whole entry, looked up): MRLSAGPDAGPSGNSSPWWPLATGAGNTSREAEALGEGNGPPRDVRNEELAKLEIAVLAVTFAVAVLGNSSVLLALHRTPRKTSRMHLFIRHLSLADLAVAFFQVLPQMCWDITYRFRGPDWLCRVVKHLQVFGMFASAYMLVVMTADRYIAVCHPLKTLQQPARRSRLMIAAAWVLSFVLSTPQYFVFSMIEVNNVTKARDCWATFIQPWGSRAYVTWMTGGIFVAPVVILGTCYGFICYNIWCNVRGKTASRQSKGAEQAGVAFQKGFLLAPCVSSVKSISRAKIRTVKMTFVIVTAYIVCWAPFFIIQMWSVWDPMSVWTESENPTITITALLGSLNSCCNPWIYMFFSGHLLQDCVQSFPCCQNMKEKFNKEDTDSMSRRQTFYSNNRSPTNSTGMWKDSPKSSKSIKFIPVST
OXTR potentiate: potentiators of human oxytocin receptor; P30559; CHO-OTR cells, Fluo-8 calcium fluorescence, potentiator mode; 0% = oxytocin EC15, 100% = EC100; activation, % at 3 µM; hit rate 0.061% among 320,000;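 active = activation above that plate's cutoff, the mean activation of tested compounds plus 3 SD, cut at about 6.6% in these data, passing the limit was not always enough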;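 note: 100% uses oxytocin at 75 nM as the full agonist control; some results filed as inactive read as strong as hits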
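test system = CHO-OTR cells, human receptor | compound = single-point 3.0 µM | schedule = 6 min compound pre-incubation at room temperature, 100 s kinetic read | signal = Fluo-8 no-wash calcium dye fluorescence, excitation 470-495 nm, emission 515-575 nm | repeats = single well per compound, singlicate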
CHO parental Ca: signal in parental CHO cells, OX1R antagonist counter-screen; parental CHO-K1, ATP-induced calcium, Fluo-8 fluorescence; hit rate 0.63% among 330,000; inhibition, % at 5.6 µM;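 active = inhibition above that plate's mean sample inhibition plus 3 SD, cut at about 26% in these data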;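 note: 0% = ATP-challenged DMSO wells and 100% = DMSO wells without ATP; some compounds past the cut are filed as inactive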
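material = parental CHO cells | also added = ATP as calcium-mobilizing challenge | dosing = single point at 5.6 µM | detection = intracellular calcium via Fluo-8 no-wash fluorescent dye | read-out = % inhibition | benchmarks = low control ATP plus DMSO, high control DMSO only | repeats = one well per compound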
OXTR agonist: agonists of human oxytocin receptor; P30559; CHO-OTR cells, Fluo-8 calcium fluorescence; normalized: DMSO 0%, oxytocin 100%; activation, % at 3 µM; hit rate 0.32% among 320,000; AID 2435;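 active = activation above the mean of all tested compounds plus 3 SD, cutoff set per screening run, cut at about 20% in these data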;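 note: peak over basal fluorescence ratio from a 100 s FLIPR kinetic read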
* marks the source's active call; other numbers are inactive results; nt = not tested or not shown. Rows are unselected; overall some 3.7% were active at least once.

Values in the order: TAAR1 ag, TAAR1 antagonist, M1 antag, CHRM1 agonist, CHRM1 PAM, V1aR counter, OXTR potentiate, CHO parental Ca, OXTR agonist
[1] Cc1ccccc1Nc1nc(N)nc(COC(=O)c2nn(C)c(=O)c3ccccc23)n1
  6, -11, -7, 0, 4, nt, nt, nt, nt
[2] COC(=O)CNC(=O)c1ccc(NS(=O)(=O)c2cc([N+](=O)[O-])ccc2Cl)cc1
  0, -19, -8, -1, 6, -0.2, 3, -12, 1.0
[3] N/C(=N\N=C/c1ccc(Br)cc1)N/N=C\c1ccc(Br)cc1
  8, -2, -3, -5, 3, 0.1, -5, -5, 0.6
[4] c1csc(-c2ccc3ccccc3n2)c1
  0, -1, -16, -6, -4, -0.9, 1, -4, -0.9
[5] COc1ccc(OC)c(S(=O)(=O)N2CCC(C(=O)NCc3cccnc3)CC2)c1
  3, -21, -23, -3, 17, 0.8, -13, 3, -0.3
[6] Cc1ccc(C)c(NC(=O)c2cc(-c3cccnc3)nc3ccccc23)c1
  8, 11, 5, -3, -3, -1.8, -8, -10, -1.2
[7] Cc1ccc(OCC(=O)NNC(=O)c2ccc(F)c(S(=O)(=O)N3CCOCC3)c2)cc1C
  2, 7, 16, -2, -8, nt, nt, nt, nt
[8] CCOC(=O)c1c(S(=O)(=O)NCc2ccc(OC)cc2)c(C)n(C)c1C
  1, -6, -7, -3, 7, -0.7, -4, -18, -1.6
[9] O=C(OCC(=O)N1CCCC1=O)c1ccc(O)cc1O
  9, -30, 2, 0, 2, 3.0, 7, -7, 2.9
[10] CCOC(=O)C1=CCN(S(=O)(=O)c2ccc(C)cc2)C1c1ccc(C)cc1 (configuration not stated)
  0, -28, -2, -6, -6, nt, nt, nt, nt
[11] COc1ccc(C(=O)CC(=O)C(=O)Nc2cc(Cl)c(OC)cc2OC)cc1
  1, -10, -5, -4, 5, 0.0, -6, -26, 0.7
[12] Cc1nccn1CCCNC(=O)CC1C(=O)NCCN1Cc1ccc(F)cc1Cl (configuration not stated)
  2, -8, -8, -5, 14, 2.6, -4, -7, 1.2
[13] CC1(C(=O)NS(=O)(=O)c2ccc(Cl)cc2)CCN1C(=O)Cc1ccc(Cl)cc1Cl (configuration not stated)
  0, -6, 2, -3, 3, nt, nt, nt, nt
[14] CCn1cc(C(=O)NCCCN(CC(C)C)CC(C)C)c(=O)c2cc(S(=O)(=O)N(C)C3CCCCC3)ccc21
  -1, -10, -2, -5, 2, -0.7, -5, -16, -0.2
[15] O=C(NNC(=O)c1cc(Br)c(Br)s1)c1csc(N2CCOCC2)n1
  2, -6, -12, -4, 12, 0.8, 0, -11, 0.5
[16] Oc1ccc(/C=N/Nc2nccnc2Cl)c(O)c1
  6, 7, -22, -2, 17, 0.8, -2, 7, 1.2
[17] CCCCn1c(C)cc2cc(O)ccc21
  0, -3, -19, -2, 0, -0.7, -5, -12, -1.8
[18] CN(C)S(=O)(=O)N1CCCC(C(=O)c2ccc(-c3ccccc3)cc2)C1 (configuration not stated)
  6, 9, 0, -4, 0, 1.5, -18, -12, 1.9
[19] C[C@@H]1COC(=O)[C@H](CC(=O)OC(C)(C)C)C/C=C\C[C@@H](CC(=O)N[C@H](CO)Cc2ccccc2)C(=O)N1
  11, -6, -10, -3, 12, -0.1, -6, 2, 0.4
[20] CCOC(=O)c1c(NC(=S)N2CCN(C)CC2)sc(C)c1-c1ccccc1
  5, -36, -4, -4, 3, nt, nt, nt, nt
[21] CN(C)c1nc(-c2cccs2)cc(C(F)(F)F)c1C#N
  -1, -30, -2, -5, 0, -0.5, -16, -27, -1.5
[22] O=C(NC1CCCN(c2ccc(C(F)(F)F)cn2)C1)c1cc(Cl)ccc1F (configuration not stated)
  2, -26, 2, -4, 0, -0.2, -3, 2, 0.1
[23] C=CCOc1c(Br)cc(CNc2ccc(NC(=O)C(C)C)c(OC)c2)cc1OCC
  -2, -34, 2, -7, -5, -0.7, -6, -4, -2.0
[24] CCOC(=O)c1c(NC(=O)CCS(=O)(=O)c2ccccc2)sc2c1CCN(C)C2
  1, -18, -2, -7, -1, 0.5, -13, 2, 0.3
[25] O=C(Cn1cc(COc2ccc(-n3cccc3)cc2)nn1)NS(=O)(=O)c1ccccc1C(F)(F)F
  2, 0, -7, -4, 5, nt, nt, nt, nt
[26] COc1cc(/C=C2\NC(=S)NC2=O)ccc1OCc1cccc(C(=O)O)c1
  1, -12, 5, -1, 4, 0.2, -15, -1, -0.6
[27] O=C(CSc1nnc(COc2ccccc2F)n1-c1ccccc1)NCc1ccco1
  2, -15, -18, -2, 2, 4.2, -6, -17, -0.8
[28] COc1ccc(/C=C(/NC(=O)c2ccccc2)c2nc3ccccc3[nH]2)cc1OC
  8, 8, 7, -2, -4, -0.8, 2, -26, -1.1
[29] c1ccc2c(COn3nnc4ccccc43)cccc2c1
  9, 7, -19, -5, 7, -1.5, -3, -29, -1.3
[30] O=C(c1cc(N2C(=O)C3C4CCC(C4)C3C2=O)ccc1Cl)N1CCN(c2ccccc2)CC1 (configuration not stated)
  9, 24, 7, -5, -8, 6.4, -3, -20, 4.4

A second format for 2 compounds above:
# | structure | TAAR1 ag | TAAR1 antagonist | M1 antag | CHRM1 agonist | CHRM1 PAM | V1aR counter | OXTR potentiate | CHO parental Ca | OXTR agonist
25 | O=C(Cn1cc(COc2ccc(-n3cccc3)cc2)nn1)NS(=O)(=O)c1ccccc1C(F)(F)F | 2 | 0 | -7 | -4 | 5 | nt | nt | nt | nt
26 | COc1cc(/C=C2\NC(=S)NC2=O)ccc1OCc1cccc(C(=O)O)c1 | 1 | -12 | 5 | -1 | 4 | 0.2 | -15 | -1 | -0.6

New compounds follow.
Values in the order: TAAR1 ag, TAAR1 antagonist, M1 antag, CHRM1 agonist, CHRM1 PAM, V1aR counter, OXTR potentiate, CHO parental Ca, OXTR agonist
[31] COc1ccccc1NS(=O)(=O)c1ccc(NC(=O)CCNC(=O)c2ccco2)cc1
  2, -9, -10, 2, 8, 2.0, -8, -9, 0.6
[32] O=c1c(Oc2ccccc2Br)c(C(F)(F)F)oc2c(CN3CCCC3)c(O)ccc12
  14, -4, -9, -1, 5, -0.4, 0, -7, -0.9
[33] COc1cc(C(=O)NC(=S)N2CCN(C)CC2)cc(OC)c1OC
  0, -12, -8, -2, 2, 0.8, 4, -15, 0.8
[34] COc1ccc(CCNC(=O)C2CCCN(C(=O)N(C)C)C2)c(OC)c1 (configuration not stated)
  9, -3, -2, -2, 7, 0.2, 0, -1, 0.6
[35] Cc1[nH]nc2c1C(c1ccccn1)N(c1ccc(Br)cc1)C2=O (configuration not stated)
  14, 6, 6, -2, 2, -0.8, 0, 1, 0.0
[36] COc1cccc(NC(=S)NC(=O)Cc2ccccc2)c1
  4, 2, -3, -1, 2, 3.9, -8, -11, 4.3
[37] COc1ccc(S(=O)(=O)n2c(N)nc3ccccc32)cc1
  2, 28, 100*, -10, -34, nt, nt, nt, nt
[38] COc1ccc(C)cc1NC(=O)CCCN1C(=O)CN(C)C1=O
  5, -10, -4, -5, 1, 0.6, 3, 3, 1.3
[39] Cc1ccc(NC(=O)c2cc(NC(=O)CCCC(=O)O)ccc2Cl)cc1Cl
  6, -10, -22, 2, 16, 0.5, -9, -6, -0.8
[40] COc1ccc2nc3oc(C(=O)N4CCN(c5ccccc5F)CC4)cc3cc2c1
  11, 7, -11, -3, 6, 0.4, 0, -12, 0.4
[41] COCCNC(=O)CCn1nc(-c2ccc(Cl)cc2)c2ccccc2c1=O
  nt, nt, -5, -6, 7, -0.4, -3, -9, -2.5
[42] CCOC(=O)Cc1csc(SCC(=O)N2CCN(c3ccccc3)CC2)n1
  0, -4, -20, 5, 5, -0.1, 1, -21, -0.2
[43] Cc1oc2ccc(OCc3ccc(Cl)cc3)cc2c1C(=O)O
  -2, -26, -31, -1, 6, 1.5, -1, -11, 1.4
[44] O=C(Nc1ccc(Nc2ccccc2)cc1)C1CC1
  1, -4, -12, -1, 11, 1.4, -9, -4, 0.8
[45] CCOC(=O)C1CCCN(C(=O)C2CCN(S(=O)(=O)c3cccs3)CC2)C1 (configuration not stated)
  4, -12, -8, -2, 8, 0.1, -3, -7, 1.0
[46] CCn1nc(C)c(CN2CCCC(CNS(=O)(=O)c3ccc(OC)cc3)C2)c1C (configuration not stated)
  0, -27, -2, -6, -3, -0.5, -8, -4, 0.4
[47] Cc1cc(C)c2c(c1)-c1c(ssc1=S)C(C)(C)N2C(=O)CSc1nncn1C
  12, -17, -6, -5, 7, 1.1, -7, -11, 0.2
[48] CC(=O)Oc1cc2c(c3ccccc13)CCC2=O
  2, -4, 4, -3, -3, nt, nt, nt, nt
[49] CCN=C1SC(C(=O)Nc2cccc(Cl)c2)CC(=O)N1CC (configuration not stated)
  23, 58*, 38*, 0, -9, 1.2, -13, 4, 0.6
[50] CN(C)C1=NC[C@H](Cc2ccccc2)N1CC1CCCC1
  0, 6, 12, -14, -7, 1.6, -13, -10, -0.3
[51] CC(C)C(NC(=O)c1ccc(Cl)cc1Cl)C(=O)N1CCC1 (configuration not stated)
  -1, -8, -15, -2, 3, -0.1, -5, -19, -0.7
[52] C#CCOCCOCCOCCNc1nc(N2CCN(C(=O)Cn3cc(CCCCN)nn3)CC2)nc(N2CCN(C(=O)[C@H](CCCCN)n3cc(CCCC)nn3)CC2)n1
  4, -4, -7, -6, 4, -0.1, 2, 3, 0.4
[53] CCOC(=O)Cn1cnc2c(nnn2Cc2ccc(Cl)cc2)c1=O
  8, 23, 1, -3, 0, 1.2, -6, 5, 2.3
[54] CC1(C(=O)Nc2cccc(C(F)(F)F)c2)Cc2c(-c3ccc4c(c3)OCO4)ccnc2O1 (configuration not stated)
  0, -16, -2, -4, -1, nt, nt, nt, nt
[55] COC(=O)c1c(NC(=O)C2CC=CCC2C(=O)O)sc(C)c1C (configuration not stated)
  4, 12, -11, 0, 10, -0.2, -2, -2, -0.5

High-throughput results (PubChem BioAssay)
